# Ecoli viability: bacterial growth inhibition, counter-screen for AddAB inhibitors; E. coli V3065 growth, OD600 absorbance, 18 h; inhibition, % at 11.9 µM; AID 449728; actives 0.27% (n = 330,000);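 active = inhibition above the campaign's mean inhibition across all tested compounds plus 3 SD, cut at about 9.9% in these data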;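 also: uninfected addAB+ strain grown without phage in ampicillin broth; 0% = DMSO wells and 100% = ciprofloxacin 0.95 µg/ml wells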
# Arr AP2 block: blocks beta-arrestin peptide binding to AP2 adaptin. inhibition, % at 10 µM. actives 0.31% (n = 340,000). FITC-arrestin peptide / GST-AP2 beads, flow cytometry; AP2 beta2 appendage carries R879A mutation;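 active = inhibition above a set limit, near 3 SD of compounds lacking own fluorescence, cut at about 54% in these data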;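 also: plate controls were DMSO wells for no effect and 5 µM unlabelled arrestin peptide for full effect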
#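 test system = AP2 appendage R879A on GSH beads | buffer or medium = PBS plus Tween 20 (0.05%) and BSA (0.1%) | incubation = 12 min plus 1 h, RT | detection = bead flow cytometry, FITC channel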
# Mot1-301 SUMO: SUMOylation pathway inhibition by Mot1-301 growth rescue; S. cerevisiae Mot1-301 growth rescue, ATP luminescence, 38.5C; percent above DMSO median, 100 means doubled; growth rescue, % at 18.8 µM; actives 1% (n = 320,000); AID 2716;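 active = every valid replicate shows activation above 250% relative to neutral control wells; inactive = the rest, any valid replicate at or below 250%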;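 also: OY570 slx delta 5 strain wells were the positive control but not used for scaling; some compounds called inactive have numbers as strong as hits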
# DSG3 Ab inh: human desmoglein-3 autoantibody binding inhibition; actives 0.48% (n = 310,000); DSG3-coupled beads, scFv-anti-DSG3-GFP binding, flow cytometry; active compounds read low; binding (percent of control), % at 10 µM; P32926; AID 588358;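 active = binding more than 3 SD below its plate's average and above zero; inconclusive = below that plate limit but binding exactly zero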;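 also: hits lower antibody fragment binding to DSG3; some compounds called inactive have numbers as strong as hits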
# PKA-R1A act: activators of PKA-R1A complex; P00514+P68181; PKA-R1A dissociation, Cy5-IP20 fluorescence polarization; scaled: DMSO 0%, 113 µM cGMP 100%; activation, % at 11.4 µM; actives 0.083% (n = 340,000); AID 504707;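 active = percent activation above the mean of all tested compounds plus 3 SD, cut at about 19% in these data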;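 also: higher means more PKAc released from R1A so a rise in polarization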
# phage Ecoli inh: E. coli growth loss with phage present | actives 0.26% (n = 360,000) | AID 651602 | growth absorbance | inhibition, % at 11.9 µM; in the data active = inhibition above about 11%
# AddAB inh: less growth of phage-infected E. coli with AddAB; E. coli expressing H. pylori AddAB, absorbance growth; inhibition, % at 11.9 µM; actives 0.29% (n = 330,000); AID 435030; in the data active = inhibition above about 12%;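 also: 0% = vehicle wells of infected cells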
# Tat transport: blocks Tat-dependent protein export in E. coli. AID 488895. actives 0.036% (n = 340,000). inhibition, % at 10 µM. E. coli MC4100 TorA-mCherry Tat export, fluorescence;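 active = mean replicate inhibition at least 50% and at least half of replicates individually reaching 50%; inconclusive = only one of the two criteria met; inactive = neither criterion met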;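 also: exported cargo escapes ClpAP degradation while cytoplasmic cargo is degraded and loses fluorescence; 0% = median of neutral control wells and 100% = median of NaSCN control wells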
# PfHsp90 set2: reduces growth (ATP signal) of yeast expressing P. falciparum Hsp90; S. cerevisiae expressing PfHsp90, BacTiter-Glo ATP, 48 h; yeast lacking PDR1 and PDR3 efflux regulators; inhibition, % at 9.4 µM; actives 0.32% (n = 310,000); AID 504621;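 active = every replicate shows inhibition above about 80%, whatever the replicate mean, limit read from the data; inconclusive = mean inhibition reaches the set limit but some replicate falls short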;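 also: 0% = DMSO neutral controls and 100% = 20 µM radicicol positive controls; yeast relying on Plasmodium falciparum Hsp90 in place of its own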
# OPRM1-OPRD1 inv: inverse agonist of human OPRM1-OPRD1 heterodimerization | inhibition, % at 9.3 µM | actives 0.21% (n = 340,000) | cell-based MOR-DOR heterodimer luminescence, inverse agonism | P35372+P41143; in the data active = inhibition above about 22%, passing the limit was not always enough;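 also: 0% = cells with DMSO and 100% = wells without cells with DMSO; values of inactives mirror those of a sister screen read the other way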
# Target sequence (P35372 whole entry, looked up): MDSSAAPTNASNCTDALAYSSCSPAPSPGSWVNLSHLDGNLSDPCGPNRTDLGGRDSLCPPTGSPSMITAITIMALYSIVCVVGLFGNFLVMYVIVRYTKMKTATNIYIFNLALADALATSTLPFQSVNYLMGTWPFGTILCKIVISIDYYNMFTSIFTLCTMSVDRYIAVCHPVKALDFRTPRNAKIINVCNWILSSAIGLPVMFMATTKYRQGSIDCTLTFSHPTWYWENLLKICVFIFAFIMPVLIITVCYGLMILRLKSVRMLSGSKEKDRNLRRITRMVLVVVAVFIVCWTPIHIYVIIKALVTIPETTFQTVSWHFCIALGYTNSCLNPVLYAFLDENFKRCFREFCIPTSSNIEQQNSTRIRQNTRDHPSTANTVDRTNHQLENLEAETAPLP
# Target sequence (P41143 whole entry, looked up): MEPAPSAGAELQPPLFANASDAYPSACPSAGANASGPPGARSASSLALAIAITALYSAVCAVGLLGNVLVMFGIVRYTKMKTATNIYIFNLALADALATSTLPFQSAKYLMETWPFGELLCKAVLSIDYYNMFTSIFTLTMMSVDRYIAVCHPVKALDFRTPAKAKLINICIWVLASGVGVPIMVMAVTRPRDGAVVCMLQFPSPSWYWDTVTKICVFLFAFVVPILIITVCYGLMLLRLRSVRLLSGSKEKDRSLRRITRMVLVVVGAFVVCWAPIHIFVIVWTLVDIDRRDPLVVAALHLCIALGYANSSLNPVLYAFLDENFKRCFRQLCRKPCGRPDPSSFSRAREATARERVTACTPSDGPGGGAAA
# MOR-DOR ag: agonists of human mu-delta opioid receptor heterodimerization; P35372+P41143; cells, OPRM1-OPRD1 heterodimerization, luminescence; activation, % at 9.3 µM; actives 0.3% (n = 340,000); in the data active = activation above about 18%;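 also: 0% = vehicle-treated cells and 100% = reference agonist; values of inactives mirror those of a sister screen read the other way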
# * = called active by the depositor; i = inactive; ? = inconclusive; · = not tested or not shown. Compounds were not picked by outcome; 2.8% or so of the library scored in one or more.
# Every second line gives: Ecoli viability	Arr AP2 block	Mot1-301 SUMO	DSG3 Ab inh	PKA-R1A act	phage Ecoli inh	AddAB inh	Tat transport	PfHsp90 set2	OPRM1-OPRD1 inv	MOR-DOR ag
- CC(C)c1ccccc1NC(=O)Cn1c(-c2ccccc2Cl)nc2ccccc21
  -0.7	-6	5	81	-7	2.8	5.9	19	18	·	·
- CN(C)c1ccc(NC(=O)CCCc2ccccc2)cc1
  1.9	20	15	·	-7	3.4	2.9	4	-12	-10	2.0
- O=C(CN(Cc1ccccc1)C(=O)CCl)c1cccc(Br)c1
  0.9	8	0	112	-23	1.3	1.6	8	-23	-152	33*
- CC(C)C[C@H](NC(=O)c1nc[nH]c1C(=O)N(C)Cc1ccccc1)C(=O)OCc1ccccc1
  -1.0	-4	-1	96	2	3.0	0.8	9	12	-26	4.7
- Cc1ccc2nsnc2c1S(=O)(=O)N(Cc1ccco1)Cc1cc2cccc(C)c2[nH]c1=O
  0.5	0	10	101	1	·	-2.0	7	9	10	-1.8
- N#CCC(=O)Nc1ccc(C(=O)OC(C(=O)Nc2ccc([N+](=O)[O-])cc2Br)c2ccccc2)cc1 (stereo not drawn)
  ·	-1	·	87	10	-1.2	·	-4	·	-3	0.8
- CN(CC(=O)O/N=C(\N)c1ccccn1)S(=O)(=O)c1ccc(Br)cc1
  0.4	-12	164	100	-7	2.6	-0.4	-1	-7	-9	1.5
- COC(=O)Nc1ccc(S(=O)(=O)N2CCCC(C(=O)NCC3CCCO3)C2)cc1 (stereo not drawn)
  0.9	-33	1	96	-6	5.8	2.4	6	-8	3	-0.6
- CC(=O)c1ccc(S(=O)(=O)N2CCN(c3nn(C)c(=O)n(C)c3=O)CC2)cc1
  ·	-1	·	106	0	0.5	·	3	7	23	-4.8
- CCc1nnc(NC(=O)CSc2nc3cccnc3n2Cc2ccccc2)s1
  -3.7	6	305*	62	-6	0.8	1.1	-1	2	15	-2.6
- Cc1cc(=O)cc(C)[nH]1
  -0.2	-7	-6	90	0	-0.7	-0.5	0	-18	7	-1.3
- CCNC(=S)NS(=O)(=O)c1ccccc1
  2.0	-5	-2	73	1	2.0	3.7	-13	11	12	-2.1
- O=C(c1ccc(S(=O)(=O)NCc2ccco2)cc1)N1CCCC(C(F)(F)F)C1 (stereo not drawn)
  3.3	8	0	102	1	5.4	2.1	5	27	-5	0.8
- CN(C)S(=O)(=O)c1cc(NC(=O)CNCc2ccccc2)ccc1Cl
  0.2	-2	-20	107	2	0.5	4.0	-4	12	0	0.0
- O=C1c2ccccc2C(=O)N1CCN1CCCCC1
  -1.8	-10	-3	90	5	1.2	1.2	2	13	20	-4.3
- COc1ccc([C@H]2CC(=O)C=C(c3ccc(OC)nc3)C2)cc1
  -0.1	10	-13	99	1	-1.6	0.5	0	-5	9	-2.0
- CCc1ccc(OCC(=O)N/N=C(\C)c2ccc(OC(F)F)cc2)cc1
  0.9	2	7	113	-9	1.1	0.2	5	-5	-20	4.4
- Cc1ccc(C(=O)CSc2nnc(-c3ccco3)n2Cc2ccccc2)cc1
  1.0	17	-1	97	-18	-0.3	-0.2	0	2	-3	0.6
- Cc1ccc(N(C)S(=O)(=O)c2cccc(C(=O)N3CCN(Cc4ccccc4)CC3)c2)cc1
  3.1	1	-15	105	7	-1.4	2.7	11	·	7	-1.7
- Cc1cc(=O)oc2cc(OCC(=O)Nc3ccccc3C(N)=O)c(Cl)cc12
  2.1	-8	4	100	-5	0.4	1.8	-12	-20	8	-1.5
- CC1(C)CC(=O)C2=C(C1)N1CCCCC1CC2=O (stereo not drawn)
  -0.1	10	0	99	-9	1.4	0.6	13	5	12	-2.4
- CN(CCO)C(=O)C(c1ccccc1)c1ccccc1
  1.7	6	14	119	-6	0.7	6.4	-3	-10	7	-1.4
- C[C@@H](C(=O)Nc1nccs1)N1C(=O)C2CC=CCC2C1=O (stereo partly drawn)
  3.6	-6	4	93	3	-1.3	-1.9	-3	2	10	-1.9
- O=C(O)C1CCCCN1S(=O)(=O)c1ccc(Cl)s1 (stereo not drawn)
  -1.6	-4	3	106	-4	1.7	2.8	?	5	11	-2.2
- Cc1ccc(C)c(N(CC(=O)Nc2ccccc2C(=O)NCc2ccco2)S(=O)(=O)c2ccccc2)c1
  4.1	11	-10	100	-17	1.6	4.9	19	1	8	-1.3
- Cc1ccc(OCC(=O)NNC(=S)NCc2ccccc2)cc1
  0.3	20	-7	99	-1	4.4	1.6	5	-19	19	-3.8
- COC(=O)c1nnn(CC(=O)Nc2ccc(C)c(F)c2)c1C(=O)OC
  0.8	23	-6	93	-4	3.1	5.6	-5	·	12	-2.4
- COc1ccc(NS(=O)(=O)c2ccc3c(c2)N(C(C)=O)CC(C)S3)c(OC)c1 (stereo not drawn)
  -1.0	-9	8	101	-12	3.0	1.1	7	-15	7	-1.4
- CCN(CC(=O)NCc1ccc(Cl)cc1)C(=O)CCC(=O)c1ccc(F)cc1
  -0.2	-3	-1	99	3	1.8	0.0	-3	-28	7	-1.4
- COc1cccc(NC(=O)c2cc3c(=O)n4ccccc4nc3n(CC(C)C)c2=N)c1
  -1.8	18	25	99	-3	1.0	0.6	3	-2	20	-3.8
- Clc1cccc(-c2ccc(CNCc3ccccn3)o2)c1
  -3.5	12	68	102	7	-1.3	-3.8	2	-33	11	-2.4
- CCOC(=O)C1(Cc2ccccc2)CCCN(CCCn2cccn2)C1 (stereo not drawn)
  -1.7	13	31	104	-6	2.7	0.2	30	27	-12	2.4
- COc1ccc(CCN2C(=O)CC(N3CCC(C(N)=O)CC3)C2=O)cc1OC (stereo not drawn)
  0.8	0	35	·	1	0.4	1.0	-1	41	5	-1.0
- CS(=O)(=O)N(CC(=O)Nc1ccc2c(c1)OCO2)c1ccc(Cl)cc1
  -1.5	-7	4	99	-6	2.3	3.1	0	·	7	-1.2
- Cc1cc(C)nc(CCNC(=O)CC2C(=O)NCCN2Cc2ccc(F)cc2Cl)n1 (stereo not drawn)
  -0.1	0	245	111	-7	3.3	2.0	6	-1	18	-3.5
- CC(C)C(NS(=O)(=O)c1ccc2c(c1)C(C)(C)C(=O)N2C)C(=O)NCc1ccccc1Cl (stereo not drawn)
  0.9	-6	-10	100	-4	2.7	1.3	0	-1	7	-1.1
- CC1=NCCN1S(=O)(=O)c1cccc([N+](=O)[O-])c1
  -1.8	-8	-9	105	-11	4.8	1.2	-13	-4	10	-2.1
- Cc1c(CC(=O)NCC(=O)NCC(=O)O)c(=O)oc2cc3oc4c(c3cc12)CCCC4
  0.7	34	2	94	-9	2.9	2.7	-1	1	14	-2.5
- Cc1ccccc1CN(C)C(=O)[C@H](Cc1ccccc1)NC(=O)c1ccco1
  0.0	33	-18	101	-16	0.1	-2.1	-8	16	19	-3.6
- O=C(Nc1ccc2c(c1)OCCO2)c1cnc2n(c1=O)CCS2
  0.6	-9	-14	96	-2	0.2	2.1	-8	1	15	-2.9
- Cc1c(NC(=O)CN2C(=O)NC(C)(c3ccccc3Cl)C2=O)c(=O)n(-c2ccccc2)n1C (stereo not drawn)
  -0.6	8	153	92	-10	·	-0.6	-4	3	-2	0.2
- Cc1cc(NC(=O)Cn2c(=O)oc3ccccc32)no1
  -0.2	-3	4	99	-7	3.2	0.3	1	19	17	-3.2
- O=C(CCNC(=O)c1ccc(Br)cc1)OCc1ccccc1Cl
  1.6	-23	-7	125	-11	0.1	-1.0	6	-7	0	0.0
- CC1CCCC(C)N1C(=O)COC(=O)c1ccc(S(=O)(=O)N(C)c2ccccc2)cc1 (stereo not drawn)
  -1.2	24	0	95	-5	4.0	0.3	3	·	11	-2.1
- N#C/C(=C\c1cccc(O)c1)C(=O)N1CCCCC1
  -3.0	3	8	108	7	-0.6	2.6	5	5	10	-1.7
- Nn1c(COc2ccccc2)nnc1SC(F)F
  1.5	9	12	101	-7	2.6	0.0	2	-7	10	-1.8
- COc1ccccc1-c1noc2ncnc(Nc3cccc(C)c3)c12
  2.1	7	-21	96	-4	1.6	3.7	-8	0	-3	0.5
- CCCn1ncc(CN2CCC(n3nccc3NC(=O)CCc3ccccc3)CC2)c1C
  2.7	4	-15	102	7	2.9	1.5	0	-1	i	223*
- CC(=O)Nc1cccc(NC(=O)c2cccc3cccnc23)c1
  -4.4	-4	0	112	9	0.4	2.3	3	5	10	-1.9
- COc1ccc(C2C(C(=O)c3ccco3)=C(O)C(=O)N2Cc2cccnc2)cc1OC (stereo not drawn)
  1.2	4	9	103	-8	0.8	-1.6	-6	26	-8	1.3
- COc1cc(OC)cc(C(=O)Nc2cccc3ccccc23)c1
  -2.8	-5	291	99	-6	0.2	-0.9	-4	1	11	-2.4
- CCC(C)Sc1nc(C)nc2c1c(=O)n(C)c(=O)n2C (stereo not drawn)
  -0.1	-5	14	101	-11	1.1	2.4	-3	-43	-41	7.0
- COc1ccccc1-c1nnc(SC(C)C(=O)O)n1-c1ccccc1 (stereo not drawn)
  0.2	-5	-4	102	-1	2.4	-0.4	-7	-27	15	-2.9
- COc1ccccc1NC(=O)CN(C)S(=O)(=O)c1cc(C)ccc1OC
  -0.8	31	·	98	5	1.4	-1.9	6	-9	10	-1.8
- COc1cc(C(=O)OCC(=O)Nc2ccccc2C(=O)NC2CC2)c([N+](=O)[O-])cc1OC
  -1.2	-2	5	102	-5	4.0	-1.7	-4	9	3	-0.7
- O=C(Nc1ccc(S(=O)(=O)N2CCOCC2)cc1)c1ccc2ncsc2c1
  -0.9	1	97	89	-17	3.7	2.3	3	16	9	-1.8
- Cc1cc(C)c2c(=O)[nH]c(SCC(=O)c3ccc(F)c(C)c3)nc2n1
  -2.5	36	22	96	-8	2.8	-1.0	-10	-12	16	-3.1
- O=C(CN1CCN(c2ccccn2)CC1)Nc1ccc(F)cc1
  -1.3	-4	1	102	0	-3.1	0.1	1	-25	11	-2.1
- Cc1ccc(C)c(NS(=O)(=O)c2c(C)nn(C)c2C)c1
  0.6	-8	-15	99	-3	2.2	0.2	8	15	5	-0.9
- CNC(=O)Nc1ccc(C2SCCS2)cc1
  -1.3	-19	19	112	-17	2.8	-0.5	-9	5	7	-1.4

# Screening data: PubChem BioAssay, several laboratories
